# Screens (PubChem BioAssay)
# BLM helicase inh: qHTS Assay for Inhibitors of Bloom's syndrome helicase (BLM); RecQ-like DNA helicase BLM (Homo sapiens), P54132; recombinant BLM DNA unwinding, fluorescence dequenching; Potency, µM (doses to about 56.1 µM), for the others: at the highest dose activity change, negative = inhibition, most hits filed as inhibitors; 350,000 tested, 0.2% active; AID 2528, 2010;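 further: potency means the concentration at half of the fitted maximal effect; plate controls were vehicle for no effect and no enzyme for full effect; nearly all actives have a fitted effect of over 35% in size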
# 12-LOX inh: Primary qHTS assay for inhibitors of human arachidonate 12S-lipoxygenase (ALOX12): Round 2; Polyunsaturated fatty acid lipoxygenase ALOX12 (Homo sapiens), P18054; purified 12hLO, xylenol orange hydroperoxide absorbance; Potency, µM (series often up to 108 µM), inactives show at the highest dose activity change, negative = inhibition, actives largely listed as inhibitors; 580,000 tested, 1.1% active; AID 1671190, 2021; further: potency means the concentration at half of the fitted maximal effect; on the % scale 0 is the no-effect control and ±100 the full control effect
# Target sequence (P18054 whole entry, looked up): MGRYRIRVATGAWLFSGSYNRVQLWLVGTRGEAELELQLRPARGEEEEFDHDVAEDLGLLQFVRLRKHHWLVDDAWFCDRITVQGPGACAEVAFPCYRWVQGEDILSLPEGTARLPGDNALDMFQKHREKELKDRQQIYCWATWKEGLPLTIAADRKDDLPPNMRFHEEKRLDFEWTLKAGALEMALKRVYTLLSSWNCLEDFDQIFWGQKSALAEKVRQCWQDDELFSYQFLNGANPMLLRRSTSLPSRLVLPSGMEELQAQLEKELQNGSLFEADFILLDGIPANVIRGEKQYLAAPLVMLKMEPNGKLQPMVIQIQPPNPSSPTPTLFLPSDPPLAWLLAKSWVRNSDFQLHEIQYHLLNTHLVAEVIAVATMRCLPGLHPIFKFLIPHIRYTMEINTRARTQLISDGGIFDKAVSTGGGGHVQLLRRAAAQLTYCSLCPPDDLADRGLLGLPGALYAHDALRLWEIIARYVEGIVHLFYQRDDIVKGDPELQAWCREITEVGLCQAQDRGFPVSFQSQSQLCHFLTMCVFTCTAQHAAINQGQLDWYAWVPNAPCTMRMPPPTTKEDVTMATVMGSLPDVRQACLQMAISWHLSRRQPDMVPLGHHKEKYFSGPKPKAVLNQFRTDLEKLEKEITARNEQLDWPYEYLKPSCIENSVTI
#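 Purified human 12hLO at 150 nM in 25 mM Hepes, 0.01% Triton X-100, pH 7.0, preincubated 15 min at room temperature with compound. Reaction started with 40 uM arachidonic acid, 30 min at room temperature. Hydroperoxide measured by Fe-xylenol orange, 573/405 nm absorbance ratio.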
# APE1 inh: qHTS Assay for Inhibitors of the Human Apurinic/apyrimidinic Endonuclease 1 (APE1); DNA repair nuclease/redox regulator APEX1 (Homo sapiens), P27695; recombinant APE1, TAMRA/BHQ-2 abasic DNA cleavage fluorescence; Potency, µM (top dose mostly 65.8 µM), inactives show at the highest dose activity change, negative = inhibition, usual class: inhibitors; 350,000 tested, 0.35% active;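 further: potency means the concentration at half of the fitted maximal effect; plate controls were vehicle for no effect and reference inhibitor for full effect; nearly all actives have a fitted effect of over 55% in size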
#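 Quantitative HTS: incision of a TAMRA/BHQ-2 double-stranded substrate bearing a tetrahydrofuran abasic site by 0.75 nM APE1 raises fluorescence. Substrate 50 nM final, added after 15 min compound preincubation at room temperature; progress as third-minus-first kinetic read difference.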
# Pol beta inh: qHTS Assay for Inhibitors of DNA Polymerase Beta; P06746; Pol beta primer extension/strand displacement, fluorescence kinetic; Potency, µM (titrated, usually from 114 µM), inactives show at the highest dose activity change, negative = inhibition, hits mostly inhibitors; 340,000 tested, 1.3% active; further: potency means the concentration at half of the fitted maximal effect; on the % scale 0 is the no-effect control and ±100 the full control effect
#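 10 nM enzyme + cpd, 15 min RT; start with substrate 50 nM final; read 0 min and after 10 min RT. Corrected, normalized data; 4-parameter Hill curve fit.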
# TRHR ag: qHTS for Small Molecule Agonists and Allosteric Enhancers of Human TRH Receptor: Primary Screen for Agonists; Thyrotropin-releasing hormone receptor (Homo sapiens), P34981; TRHR cells, calcium flux fluo-8, FDSS agonist mode; activation, % at 2 µM; 360,000 tested, 0.18% active; AID 493084, 2011; in the data active means activation above about 30%; further: 0% is about no effect
# Target sequence (P34981 whole entry, looked up): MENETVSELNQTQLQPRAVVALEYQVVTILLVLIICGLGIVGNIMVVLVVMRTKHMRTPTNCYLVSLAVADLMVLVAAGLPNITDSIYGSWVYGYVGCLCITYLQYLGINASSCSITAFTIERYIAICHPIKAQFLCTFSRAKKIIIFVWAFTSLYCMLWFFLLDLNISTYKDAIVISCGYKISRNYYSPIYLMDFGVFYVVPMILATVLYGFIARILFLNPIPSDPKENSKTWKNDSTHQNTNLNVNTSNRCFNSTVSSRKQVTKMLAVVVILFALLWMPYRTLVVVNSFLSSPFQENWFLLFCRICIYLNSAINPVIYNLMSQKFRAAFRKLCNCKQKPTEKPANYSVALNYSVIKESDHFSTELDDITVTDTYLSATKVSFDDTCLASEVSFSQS
#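 Steps: seed TRHR cells overnight; add fluo-8 no-wash Ca dye, RT 30 min–1.5 h; record 10 s baseline; pin-transfer compounds; monitor fluorescence 1 cycle/s for the agonist window. Calcium increases flag candidate agonists.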
# Pol iota inh: qHTS for Inhibitors of Polymerase Iota. DNA polymerase iota (Homo sapiens), Q9UNA4. 390,000 tested, 1% active. AID 588590, 2011. Pol iota fluorescent replication assay, 10 min. Potency, µM (highest dose often 115 µM), without a hit: at the top dose activity, negative = inhibition, usual class: inhibitors; further: potency means the concentration at half of the fitted maximal effect
#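 Fluorescent replication assay read twice, at 0 min and 10 min after adding 50 nM (final) substrate. Enzyme (10 nM) and compounds were first incubated 15 min at room temperature; enzyme-free buffer wells were negative controls.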
# Pol kappa inh: qHTS for Inhibitors of Polymerase Kappa | Potency, µM (top dose mostly 107 µM), for the others: at the highest dose activity, negative = inhibition, usual class: inhibitors | DNA polymerase kappa (Homo sapiens), Q9UBT6 | 400,000 tested, 0.53% active | purified Pol kappa, fluorescent DNA synthesis assay, 10 min; further: potency means the concentration at half of the fitted maximal effect; on the % scale 0 is the no-effect control and ±100 the full control effect
#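 Activity was followed as the change in fluorescence between reads at 0 and 10 min after starting the reaction with 50 nM substrate. Beforehand, 10 nM polymerase had been preincubated with compound for 15 min at room temperature.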
# Apoferritin bind: qHTS Assay for Identification of Novel General Anesthetics. Ferritin light chain (Equus caballus), P02791. apoferritin/1-aminoanthracene competitive binding, fluorescence. Potency, µM (top dose mostly 77.5 µM), inactives show at the top dose activity change, negative = displacement, usual class: inhibitors. 350,000 tested, 0.074% active. AID 485281, 2010; further: potency means the concentration at half of the fitted maximal effect; on the % scale 0 is the no-effect control and ±100 the full control effect; nearly all actives have a fitted effect of over 20% in size
#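 Concentration-response curves derived by four-parameter Hill fitting of normalized fluorescence, where compounds displaced 1-AMA from 10 uM horse apoferritin following a brief 10 min room-temperature incubation; propofol titration acted as positive control.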
# ERG Ets-DNA blk: qHTS for Small Molecule Inhibitors of the ERG Ets/DNA interaction; Transcriptional regulator ERG (Homo sapiens), P11308; fluorescence polarization, His-ERG Ets domain / labelled DNA; Potency, µM (series often up to 76.9 µM), for inactives: at the top dose FP activity, negative = inhibition, most hits filed as inhibitors; 370,000 tested, 0.028% active; AID 624246, 2012; active means well fitted inhibition curve with a large enough effect in the polarisation, with a control signal flat; inconclusive means small, poorly fitted or top-dose-only effect, or effect the other way, or a change in a side signal; inactive means no such curve, though single readings can be large or run the other way; the % refers to the polarisation;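 further: polarization taken with two DNA probes labelled with fluorescein and Texas red; potency means the concentration at half of the fitted maximal effect; % of control where 0% means no effect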
#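 His-tagged ERG Ets domain (1 uM in the protein solution; 300mM KCl, 50mM Tris-HCl, 1mM EDTA, 1mM DTT, pH 7.5) received compound, then a probe mix of 5 nM fluorescein-DNA and 100nM Texas-615-DNA. Fluorescence polarization was read for both dyes.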
# Active calls of the source: *; ? = inconclusive; / = not tested or not shown; & = joins results of further samples; [ ] = remark or other dose. Unless noted, the call rests on the fitted dose curve; in most records, active means well fitted curve in the direction sought with a large enough effect; inconclusive means small, poorly fitted or top-dose-only effect, or another doubt; inactive means no such curve, though single readings can be large; an effect the other way counts as inactive or inconclusive. This is a subset (hit frequency here may not be typical).
SMILES,BLM helicase inh,12-LOX inh,APE1 inh,Pol beta inh,TRHR ag,Pol iota inh,Pol kappa inh,Apoferritin bind,ERG Ets-DNA blk
CC(C)c1nnc(NC(=O)C2CCCN2C(=O)Nc2ccccc2[N+](=O)[O-])s1 (stereo not given),-0.2%,-4.9%,0.7%,13.9%,0.0,4.6%,0.0%,-16.2%,-0.5%
O=C(O)C1CCCN1S(=O)(=O)c1cccc2nsnc12 (stereo not given),-1.3%,-21.1%,4.3%,9.3%,0.8,-13.5%,-3.9%,-4.1%,-14.5%
O=C1c2ccccc2C(=O)N1CCCCN(C(=O)c1cc2ccccc2oc1=O)c1ccc(Cl)cc1,-0.8%,17.3%,-9.1%,-16.7%,-1.3,31.5%[activator],-10.0%,0.6%,-4.9%
Cc1nc(NC2=NCN(Cc3cccnc3)CN2)nc2c(C)cccc12,-10.8%,/,-5.5%,-4.8%,1.1,/,/,-1.4%,/
O=C(O)c1ccccc1Nc1ccc([N+](=O)[O-])cc1,-1.8%,-11.8%,1.7%,-21.0%,0.9,131.0%[activator],-7.7%,-13.3%,-6.3%
NC(=O)c1ccsc1NC(=O)COc1ccccc1,-2.2%,24.8%,-1.8%,-8.0%,-0.4,?,-17.5%,5.0%,-10.2%
COc1cc(-c2nc3ccccn3c2/N=C/c2cc(OC)c(O)cc2Cl)ccc1O,-11.9%,?,?,25.1µM*,-0.5,?,?,-16.1%,3.4%
CC(=O)c1cccc(NC(=O)Cc2coc3cc4c(cc23)CCC4)c1,-4.6%,-19.3%,15.0%,36.1%,1.4,-2.0%,-13.1%,-20.5%,0.4%
CC(=O)N1C2CCCCC2S[C@H]2CCCCC21 (stereo not given in full),-0.1%,?,0.1%,-9.0%,-0.1,-5.6%,-10.3%,-13.4%,-2.5%
CC(C)=CC(=O)OCC(=O)Nc1cc(C)ccc1C,-2.6%,0.0%,23.5%,43.8%[activator],-0.2,168.6%[activator],-1.8%,-14.4%,-5.3%
N#Cc1c(NC(=O)CSc2nnc(-c3ccncc3)n2CC2CCCO2)sc2c1CCCC2 (stereo not given),-1.4%,-8.9%,-5.7%,8.1%,-0.1,63.1%[activator],-0.3%,?,3.2%
CC(=O)NC1C2CN3CCN(C2)CC1(Cc1ccccc1)C3 (stereo not given),0.8%,0.1%,4.2%,12.5%,-0.6,5.3%,-8.2%,-1.0%,/
O=C1CCC(C(=O)N2CCCO2)CN1Cc1cccc(C(F)(F)F)c1 (stereo not given),0.8%,-21.1%,0.6%,2.5%,0.3,13.2%,-15.8%,-5.0%,13.2%
CCc1ccccc1NC(=O)c1sc(-n2nc(C)c(Cc3ccccc3)c2C)nc1C,-0.3%,-19.9%,/,-14.0%,1.2,13.4%,9.0%,-10.0%,-4.9%
COc1ccc(CCc2nnc(CCC(=O)NCc3cnc4ccccn34)o2)cc1,-1.0%,-1.6%,2.9%,20.8%,-0.6,61.0%[activator],-8.2%,-5.6%,-3.0%
O=C(c1ccc(S(=O)(=O)NCC2CCCO2)cc1)N1CCN(c2cccc(Cl)c2)CC1 (stereo not given),-2.9%,0.3%,13.0%,39.0%,-1.1,13.9%,-18.2%,-11.4%,4.5%
CN(C)S(=O)(=O)c1cccc(NC(=O)COc2cccc3ccccc23)c1,/,-3.6%,13.0%,/,0.3,5.5%,-11.0%,/,10.7%
Cc1ccc(S(=O)(=O)N2CCCCC2)cc1NC(=O)c1ccc2c(c1)OCO2,0.5%,-13.8%,-2.1%,26.5%,-0.1,8.2%,-0.1%,-6.0%,0.2%
COc1ccc2[nH]cc(CCNc3ccnc(-c4ccc(C(=O)N(C)C)cc4)n3)c2c1,-0.3%,-10.3%,?,/,/,/,4.2%[60.1 µM],/,/
Cc1ccc(S(=O)(=O)NCC(C)n2cncn2)cc1C (stereo not given),0.2%,-1.6%,14.9%,35.8%,0.6,29.4%,-1.1%,-10.2%,0.0%
COc1ccccc1NC(=O)N1CCCC1C(=O)NCc1ccc2c(c1)OCO2 (stereo not given),-1.3%,5.5%,-10.3%,1.2%,0.0,5.8%,3.2%,-6.8%,-2.2%
Cc1ccc(N2C(=O)CC(c3c[nH]c4ccccc34)C2=O)cc1 (stereo not given),-6.9%,-7.5%&-26.1%,7.2%,-0.8%,-2.0,50.8%[activator],-13.2%,-23.7%,-6.4%
COc1ccc(-c2noc(N3CCC(C(=O)NCc4ccc(Cl)cc4)CC3)n2)cc1,-1.1%,46.6%,-0.7%,-8.9%,0.8,13.2%,2.2%,-5.9%,6.6%
O=C(CN1C(=O)C2CCCCC2C1=O)Nc1cc(C(F)(F)F)ccc1N1CCCC1 (stereo not given),/,-3.3%,-16.1%,/,-0.9,8.4%,-2.1%,/,6.6%
O=C(Nc1ccc(S(=O)(=O)Nc2ncccn2)cc1)C12CC3CC(CC(C3)C1)C2,-2.9%,1.9%,4.9%,-21.4%,0.0,-3.9%,-5.2%,-2.0%,-5.9%
CCCCn1c(N)c(N(CCOC)C(=O)CN(C)S(=O)(=O)c2ccc(C)cc2)c(=O)[nH]c1=O,/,-28.8%,10.8%,/,0.3,29.4%,-4.9%,/,19.1%
Cc1ccccc1Nc1c(-c2ccc(N3CCOCC3)cc2)nc2ccccn12,-7.5%,-15.1%,/,-1.1%,-0.3,6.9%,-6.3%,224.8%[activator],-16.8%
CC1CN(C(=O)COc2ccc3ccccc3c2Br)CC(C)O1 (stereo not given),-2.7%,5.4%,-7.6%,85.8%,-0.1,2.9%,-8.8%,-12.7%,14.1%
CCNC(=S)N1CCN(c2ccccn2)CC1,-16.0%,-10.7%,0.2%,10.9%[57.1 µM],-0.3,13.6%,-5.2%,-5.0%,3.2%
Cc1cc(NS(=O)(=O)c2ccc(NC(=O)NC3CCCCC3)cc2)no1,0.0%,7.0%,-1.9%,13.3%,0.9,-0.6%,-0.8%,-0.9%,-1.7%
Cc1ccc(C(CC(=O)NCCCN(C)C)c2ccc(OC(C)C)cc2)cc1 (stereo not given),-9.3%,-29.6%,-1.5%,16.1%,1.6,-2.6%,-3.2%,-12.3%,1.4%
Clc1cccc2c1CN(C1=NCCN1)C2,36.0%[activator],?,-5.8%,/,/,/,-6.4%[19.4 µM],/,/
CCOc1ccccc1NC(=O)COC(=O)Cc1cccs1,-2.6%,3.6%,8.6%,23.5%,-1.1,23.2%,-5.5%,-7.2%,1.4%
CC(C)OCc1c(C(=O)Nc2nccs2)oc2ccccc12,-6.4%,4.7%,-6.7%,-2.9%,0.0,-10.1%,7.7%,-12.6%,1.1%
COc1ccccc1NC(=O)c1ccc(N)cc1,1.5%,14.0%,2.3%,2.1%,-0.5,15.3%,-3.1%,-17.6%,/
O=C(Nc1ccc(F)cc1)C1CCCCC1,-1.6%,2.3%,0.6%,19.9%,-0.6,-3.3%,-5.1%,-7.9%,1.3%
COc1ccc(OC)c(NC(=O)COC(=O)Cc2ccsc2)c1,/,0.0%,26.5%,/,/,4.8%,-7.0%,/,0.6%
CCOC(=O)C1Nc2ccccc2C2C(O)C(O)CC12 (stereo not given),/,-25.2%,/,/,/,25.1µM*,-31.1%,/,-0.9%
CCCNC(=S)Nc1cccc(C(F)(F)F)c1,2.1%,-2.5%,3.8%,0.8%,0.4,10.3%,-9.7%,-10.8%,2.8%
CCO/C=N/c1c(C#N)c2c(c(=S)n1C)COC(C)(C)C2,-0.7%,1.6%,16.7%,33.2%,0.2,6.5%,5.6%,-14.9%,3.5%
OCC(O)C(O)C(O)C(O)C1NCCS1 (stereo not given),3.3%,13.6%,-5.9%,12.7%,-0.1,40.5%[activator],-0.1%[60.1 µM],1.0%,/
C=CCNC(=O)NC(=O)COC(=O)[C@H](C)NS(=O)(=O)c1c(C)c(C)cc(C)c1C,-1.1%,-9.5%,2.6%,3.4%,0.2,27.0%,4.5%,2.4%,-1.6%
CSc1nnc2c(n1)OC=Nc1ccccc1-2,-0.7%,0.0%,19.9%,23.1%,0.0,7.6%,3.7%,-4.2%,-0.9%
Cc1c(Cl)cccc1NCC(=O)Nc1ccc(Cl)cc1F,-9.0%,?,-11.6%,-2.4%[57.1 µM],0.6,6.5%,-10.7%,-22.0%,5.3%
O=C(c1ccc2c(c1)N(Cc1ccc(Cl)cc1)C(=O)c1ccccc1S2(=O)=O)N1CCN(c2ccccn2)CC1,-6.8%,-3.6%,/,-1.6%,0.3,20.4%,-1.6%,-7.8%,-2.1%
Cc1ccnc(SCc2cc(=O)c(OC(=O)c3cccs3)co2)n1,-10.6%,16.8%,-0.1%,5.2%,-0.5,15.2%,-11.3%,-14.3%,-3.0%
